All columns: NCI-60 one-dose screen, growth in % after 48 h at 10 µM unless noted; 100 = growth as untreated, 0 = no growth, -100 = all killed.
T-47D: T-47D breast cancer. 79,000 compounds, 5% hits
MDA-MB-468: MDA-MB-468 breast cancer; 78,000 compounds, 8.5% hits
BT-549: BT-549 breast cancer; 78,000 compounds, 4.4% hits; AID 1794793
SK-MEL-28: SK-MEL-28 melanoma; 81,000 compounds, 4.1% hits
HS 578T: HS 578T breast cancer; 78,000 compounds, 4.1% hits
MDA-MB-231: MDA-MB-231 breast cancer | 81,000 compounds, 5% hits | AID 1794789
MCF7: MCF7 breast cancer; 82,000 compounds, 6.3% hits; AID 1794796
LOX IMVI: LOX IMVI melanoma. AID 1794757. 79,000 compounds, 7.4% hits
Starred values were filed as active, the others as inactive; . = no result given; & = joins results of further samples; [ ] = dose if it differs, or a comment. The calls were made as follows: active = growth percent below 10; inactive = the rest. Compounds were not picked by outcome (roughly 12% active in at least one column).

SMILES	T-47D	MDA-MB-468	BT-549	SK-MEL-28	HS 578T	MDA-MB-231	MCF7	LOX IMVI
O=C(Nc1ccccc1-c1nc2ccccc2c(=O)[nH]1)c1cc2ccccc2[nH]1	70	87	85	100	86	80	68	88
Nn1c(-c2ccccn2)nn2c(=O)c3cnn(-c4ccccc4)c3nc12	92	109	107	115	102	94	95	103
Cn1ncc2c(=O)nc3c(-c4ccccc4)n[nH]n3c21	96	101	.	138	108	102	93	115
O=C(NNc1ccc([N+](=O)[O-])cn1)Nc1ccc(Cl)cc1	97	.	115	102	97	92	107	97
COc1ccc(Nc2ncnc3c2c(C)nn3-c2ccc([N+](=O)[O-])cc2)cc1	89	90	98	97	108	101	85	95
N#CC1=C(c2ccccc2)Nc2c(c(-c3ccc(Cl)cc3)nn2-c2ccccc2)C12C(=O)Nc1ccccc12 (stereo not drawn)	72	14	57	102	85	95	78	103
Cc1cc(Cl)ccc1NC(=O)Nc1ccc(-c2ccc3c(c2)NC(=O)/C3=C\c2ccc[nH]2)cc1	26	-2.8*	79	114	102	108	19	101
Cc1cc(C(=O)O)c(C)n1-c1cccc(C(=O)O)c1	84	70	83	102	92	97	61	65
CO[C@@H]1C2=CC=CC=C[C@H]2n2c(=O)n(C)c(=O)n21	90	102	106	99	85	104	101	93
Cc1ccc(S(=O)(=O)NCCC(O)CC(C)c2ccc3ccccc3c2)cc1 (stereo not drawn)	85	98	103	107	92	87	90	103
CCC(C)CC(C)C(=O)C1=C(O)/C(=C\c2ccc(O)cc2)NC1=O (stereo not drawn)	104	97	106	99	104	95	99	71
COc1ccc(/C=C2\N=C(c3ccccc3)N(c3cc(OC)c(OC)cc3C(=O)N3N=C(C)CC3=O)C2=O)cc1O	85	97	100	100	94	94	92	.
Cc1ccc(Cn2c(-c3cccs3)nc3ccccc32)cc1	73	68	128	111	89	96	88	82
CCC1(C2CCCC2)NC(=O)NC1=O (stereo not drawn)	93	101	95	98	99	96	84	80
CC(=O)Oc1ccc(N2C(=O)C=CC2=O)cc1	89&104	96&93	101&106	104&112	109&107	109&113	91	93&87
O=C(NCCc1ccccn1)OCc1ccc2c(Cl)cc(Cl)c(O)c2n1	83	93	94	72	82	100	71	60
Clc1cccc(Nc2ncnc3ccc(-c4cnc5[nH]ccc5c4)cc23)c1	28	-17*	77	96	81	75	48	86
Cc1cc(NC(=O)c2ccc(N)cc2)ccc1N=Nc1ccc2c(O)c(N=Nc3ccc(Cl)c(S(=O)(=O)O)c3)c(S(=O)(=O)O)cc2c1	71	.	102	96	103	109	80	73
Cc1cc(NS(=O)(=O)c2ccc(Nc3nc(O)c(/C=C4\C=Nc5ccccc54)s3)cc2)no1	97	107	117	100	92	93	103	101
CCCC(=O)c1cccs1	87	97	101	107	95	104	94	96
O=C(O)C(Cc1ccccc1)C(=O)O	103	82	99	113	104	104	100	100
O=C1CCC(Nc2ccc([N+](=O)[O-])cc2)N1 (stereo not drawn)	91	86	113	105	97	101	92	62
CCCCCCSc1ccc(C)cc1	104	89	73	113	91	109	90	98
Cn1cc(-c2csc(-c3cn(C)c4ncccc34)n2)c2cccnc21	101	-11*	94	101	.	94	92	95
CN1CCc2nc3sc(C(=O)Nc4ccccc4)c(N)c3cc2C1	93	121	113	103	100	97	92	93
Additional records follow.
SMILES	T-47D	MDA-MB-468	BT-549	SK-MEL-28	HS 578T	MDA-MB-231	MCF7	LOX IMVI
C=C1c2c(Cl)ccc(O)c2C(O)=C2C(=O)[C@]3(O)C(O)=C(C(N)=O)C(=O)[C@@H](N(C)C)[C@@H]3[C@@H](O)[C@H]12	22	-4.5*	-20*	26	5.9*	11	30	0.8*
CN1CCN(C(=O)c2ccc(-c3nc4ccc5[nH]ncc5c4c4c3CCC4)cc2)CC1	71	63	82	84	79	84	62	87
COc1ccc(C(=O)/C=C/c2ccc(Cl)cc2)cc1S(=O)(=O)Nc1cccnc1	89	81	94	105	92	99	34	46
COc1ccc(C2=CCCC2)c(OC)c1	97	119	119	110	107	113	101	93
CC1=C(C)C[C@]2(Cc3c(C)cccc3C2=O)S(=O)C1 (stereo partly drawn)	64	38	99	73	82	105	66	81
O=C(O)COc1cccc(O)c1	98	100	.	116	108	111	105	92
COc1cccc(-c2nc3sccn3c2-c2ccnc(NCCNS(=O)(=O)c3ccc(F)cc3)n2)c1	50	75	100	99	98	77	83	76
CCCC(O)(CCC)CC(C)(C)C	.	101	80	94	103	.	93	93
Cn1c(=O)c2c(nc(Nc3cc(=O)[nH]c(=O)[nH]3)n2Cc2ccccc2)n(C)c1=O	19	85	98	101	-17*	100	95	92
Cn1c2c(c(=O)n(C)c1=O)CS(=O)c1ccccc1N2 (stereo not drawn)	96	110	88	109	108	110	96	92
CCOC(=O)c1ncc2ncc(-c3ccc(OC)cc3)cn12	61	119	101	120	136	78	98	100
CC(=O)c1nc2ccccc2n1CC(=O)c1cccc(Cl)c1	-11*	33	35	68	19	28	1.9*	37
O=NN(CCCl)C(=O)Nc1ccc(NC(=O)N(CCCl)N=O)cc1	102	96	85	99	104	109	86	58
CCOC(=O)c1c(N)oc2c(-c3ccccc3)c3c(C(=O)OCC)c(N)oc3cc12	87	105	105	112	111	100	93	101
N#C/C(=C\c1ccc(Cl)cc1)n1nnc2cc(F)c(F)cc21	20	3.5*	12	30	14	12	12	-64*
O=C(N/N=C\c1c[nH]c2ccccc12)N/N=C/c1c[nH]c2ccccc12	79	90	100	99	137	84	82	92
Nc1ncnc2c1ncn2[C@@H]1O[C@H](COCC[C@@H](N)C(=O)O)[C@@H](O)[C@H]1O	.	115	107	111	100	109	103	101
O=c1ccc2c(ccc3ncc4c(=O)[nH]cnc4c32)o1	100	111	113	115	98	101	96	100
C=C1C(=O)O[C@H]2[C@H]1CC/C(COC(=O)CCSCCC(=O)OC/C1=C/CC[C@@]3(C)O[C@H]3[C@H]3OC(=O)C(=C)[C@@H]3CC1)=C\CC[C@@]1(C)O[C@@H]21	19	-24*	-9.5*	-36*	19	-52*	9.4*	-79*
Cc1ccc(C2=C/C(=C/c3ccc(-c4ccc(Cl)cc4)o3)C(=O)N2Cc2ccccc2)cc1	114	95	96	102	112	104	84	97
Cc1cc(NS(=O)(=O)c2ccc(Nc3nc(CN/N=C/c4ccc([N+](=O)[O-])cc4)nc4ccccc34)cc2)no1	81	99	99	113	95	99	86	91
CCc1ccc(NC(=O)N[C@@H](Cc2cccc(F)c2)C(=O)N[C@@H]2C(=O)N3CCC[C@H]3C(=O)N3CCCC[C@H]3C(=O)N[C@@H](CO)C(=O)N3C[C@H](C)C[C@H]3C(=O)O[C@H]2C)c(F)c1	23	-7.9*	28	45	35	35	15	25
O=C1Nc2c(ccc(Cl)c2Cl)/C1=C\c1cc(C(F)(F)F)cc(C(F)(F)F)c1	-0.2*	7.2*	15	-21*	-38*	-17*	-3.7*	-90*
c1ccc(-c2cc(-c3ccccc3C3CC3)no2)cc1	82	91	94	97	92	94	80	96
CCSc1nc(-c2cccs2)n2nc(-c3cccs3)cc2n1	26	24	110	112	97	94	19	88
Next part:
SMILES	T-47D	MDA-MB-468	BT-549	SK-MEL-28	HS 578T	MDA-MB-231	MCF7	LOX IMVI
O=C(O)CCC(CCC(=O)O)(C(=O)O)C(=O)O	109	108	101	103	118	122	93	92
CCOC(=O)n1cc(-c2nonc2-c2cn(C(=O)OCC)c3ccc(OC)cc23)c2cc(F)ccc21	81	86	91	105	82	62	90	78
COc1c(F)ccc(C(=O)Nc2ccc3nc(NC(=O)C4CCCN(S(=O)(=O)c5ccc(C(C)(C)C)cc5)C4)sc3c2)c1F (stereo not drawn)	43	87	60	81	58	47	42	44
O=C(NNCCO)c1ccncc1	103	100	103	101	109	108	90	98
CN1C(=O)C2(Nc3ccccc3-c3ccnn32)c2ccccc21 (stereo not drawn)	97	123	85	106	109	105	106	94
Cc1ccc(C(C)C)cc1C(O)CN1CCOCC1 (stereo not drawn)	94	44	99	94	107	98	96	92
CCOC(=O)c1csc(N/N=C/c2cn(-c3ccc(C(=O)O)cc3)nc2-c2ccc(C(=O)O)cc2)n1	100	90	85	96	97	84	91	84
CCOC(=O)Cc1csc(Nc2ccc(C(=O)O)cc2)n1	99	106	96	104	106	109	97	95
Cc1nc(NC(=O)NC2CCCCC2)sc1C(=O)NNC(=O)NC1CCCCC1	96	35	106	89	93	111	91	88
C[C@@H]1C[C@H]2C(=O)O[C@@H](C)C(NC(=O)[C@H](Cc3cc(F)cc(F)c3)NC(=O)Nc3ccc(Cl)cc3F)C(=O)N3CCC[C@H]3C(=O)N3CCCC[C@H]3C(=O)N[C@@H](CO)C(=O)N2C1 (stereo partly drawn)	34	-10*	35	44	33	35	16	30
CC1CN2COC(=S)SSSSC(=S)OCN3CC(C)N(COC(=S)SSSSC(=S)OCN1CC2C)CC3C (stereo not drawn)	108	115	126	107	131	95	97	103
Cc1ccc2nc3ccccc3c(NCc3ccc(Cl)cc3)c2c1	58	-22*	76	76	78	38	-21*	-57*
CNC(=O)c1cc(-c2ccc(NS(=O)(=O)c3ccc(C(C)(C)C)cc3)cc2)nc2cccnc12	84	80	106	100	77	80	71	74
Cc1nnc(/N=C2\NC(=O)/C(=C/c3ccc(O)cc3)S2)s1	64	106	92	103	82	103	74	84
CC(C)C(=O)Nc1ccc(C(=O)NC(=S)Nc2ccc(S(N)(=O)=O)cc2)cc1	83	83	72	113	69	87	96	.
COc1ccc(/C=N/c2n[nH]c(Nc3ccccc3)n2)cc1OC	98	116	93	109	106	104	94	102
CCCC(=O)Oc1ccc(C(C)(C)C)cc1	111	105	104	109	98	112	93	107
COc1ccc([C@@H]2[C@H](C(=O)Nc3cccc4c3CCCC4)c3ccccc3C(=O)N2c2ccc(OC)cc2)cc1	83	94	88	101	103	76	92	92
Cc1cc([N+](=O)[O-])ccc1Nc1ccc(C(=O)Nc2nc(C(=O)N3CCN(C(c4ccccc4)c4ccccc4)CC3)cs2)cc1[N+](=O)[O-]	53	90	77	88	83	80	68	59
c1cnc2c(c1)CCC[C@@H]2N(CCCN1CCNCC1)Cc1nc2ccccc2[nH]1	86	100	96	110	93	72	94	91
C/C=C(\C)C(=O)O[C@@H]1C2C=C3C4CC(=O)O[C@@H](c5ccoc5)[C@]4(C)CC[C@@H]3[C@@](C)(C2=O)[C@@H]([C@@H](O)C(=O)OC)C1(C)C (stereo partly drawn)	93	93	98	111	95	95	95	96
COc1ccc(NC2=C(c3cn(C)c4ccccc34)C(=O)OC2)cc1OC	94	101	101	109	100	97	94	96
CCN(CC)c1ccc2c(c1)OS(=O)(=O)N=C2	.	111	96	105	110	134	95	89
CCSc1nc(-c2ccc(F)cc2)c(C#N)c(=O)[nH]1	120	91	105	108	117	114	102	95
COc1cccc(/C=C/C(=O)c2cc3c(N)c(C(=O)Nc4cccc(Cl)c4C)sc3nc2C)c1	9.1*	-7.0*	-22*	16	4.7*	-27*	3.5*	-64*
(listing goes on)
SMILES	T-47D	MDA-MB-468	BT-549	SK-MEL-28	HS 578T	MDA-MB-231	MCF7	LOX IMVI
CN(C)Cc1cc(S(=O)(=O)c2cc(CN(C)C)c(O)c(CN(C)C)c2)cc(CN(C)C)c1O	102	100	107	101	112	107	92	96
c1ccc2c(-c3nc(-c4c[nH]c5ccncc45)cs3)c[nH]c2c1	59	-9.8*	77	-90*	72	13	21	-76*
Cc1ccc(S(=O)(=O)NN=C(c2ccc(Cl)cc2)c2ccc(S(C)(=O)=O)cc2)cc1	83	102	135	102	99	93	89	92
C=C(C)[C@@H]1CC[C@]2(C)[C@H](CC[C@@H]3[C@@H]([C@@](C)(O)CCC=C(C)C)CC[C@]32C)[C@@]1(C)CCC(=O)N1CCN(C)CC1	-43*[100 µM]	-82*[100 µM]	-84*[100 µM]	-92*[100 µM]	-42*[100 µM]	-96*[100 µM]	-66*[100 µM]	-100*[100 µM]
CS(=O)(=O)c1ccc(N2N=C(c3ccc(NC(=O)Nc4ccccc4)cc3)CC2c2ccc(Br)cc2)cc1 (stereo not drawn)	70	80	96	104	99	77	63	87
COc1ccc(C(=O)/C=C/Nc2ccc(S(=O)(=O)O)cc2)cc1	99	103	91	106	103	104	98	100
COc1ccc(N2N=C(c3ccc4c(c3)OCO4)CC2c2cccc(NC(=O)CCNS(=O)(=O)c3ccc(Cl)cc3)c2)cc1 (stereo not drawn)	29	10	34	28	13	-5.9*	8.9*	23
c1ccc(-c2ccc(-c3ccccc3)[nH]2)cc1	90	70	100	107	100	89	86	103
COc1ccccc1NC(=S)N/C=C(\C#N)S(=O)(=O)c1ccc(C)cc1	84	108	103	101	100	101	92	100

Rewritten field by field: part of the list above
molecule: COc1ccc(C(=O)/C=C/Nc2ccc(S(=O)(=O)O)cc2)cc1
  T-47D: 99; MDA-MB-468: 103; BT-549: 91; SK-MEL-28: 106; HS 578T: 103; MDA-MB-231: 104; MCF7: 98; LOX IMVI: 100

molecule: COc1ccc(N2N=C(c3ccc4c(c3)OCO4)CC2c2cccc(NC(=O)CCNS(=O)(=O)c3ccc(Cl)cc3)c2)cc1 (stereo not drawn)
  T-47D: 29; MDA-MB-468: 10; BT-549: 34; SK-MEL-28: 28; HS 578T: 13; MDA-MB-231: -5.9*; MCF7: 8.9*; LOX IMVI: 23

molecule: c1ccc(-c2ccc(-c3ccccc3)[nH]2)cc1
  T-47D: 90; MDA-MB-468: 70; BT-549: 100; SK-MEL-28: 107; HS 578T: 100; MDA-MB-231: 89; MCF7: 86; LOX IMVI: 103

molecule: COc1ccccc1NC(=S)N/C=C(\C#N)S(=O)(=O)c1ccc(C)cc1
  T-47D: 84; MDA-MB-468: 108; BT-549: 103; SK-MEL-28: 101; HS 578T: 100; MDA-MB-231: 101; MCF7: 92; LOX IMVI: 100

Screening results (PubChem)
